TcdB GH inh: blocks C. difficile toxin B glycohydrolase activity; P18177; TcdB glycohydrolase enzymatic assay, plate reader; inhibition, % at 9.99 µM; 350,000 tested, 0.24% active; in the data active = inhibition above about 10%
Target sequence (P18177 whole entry, looked up): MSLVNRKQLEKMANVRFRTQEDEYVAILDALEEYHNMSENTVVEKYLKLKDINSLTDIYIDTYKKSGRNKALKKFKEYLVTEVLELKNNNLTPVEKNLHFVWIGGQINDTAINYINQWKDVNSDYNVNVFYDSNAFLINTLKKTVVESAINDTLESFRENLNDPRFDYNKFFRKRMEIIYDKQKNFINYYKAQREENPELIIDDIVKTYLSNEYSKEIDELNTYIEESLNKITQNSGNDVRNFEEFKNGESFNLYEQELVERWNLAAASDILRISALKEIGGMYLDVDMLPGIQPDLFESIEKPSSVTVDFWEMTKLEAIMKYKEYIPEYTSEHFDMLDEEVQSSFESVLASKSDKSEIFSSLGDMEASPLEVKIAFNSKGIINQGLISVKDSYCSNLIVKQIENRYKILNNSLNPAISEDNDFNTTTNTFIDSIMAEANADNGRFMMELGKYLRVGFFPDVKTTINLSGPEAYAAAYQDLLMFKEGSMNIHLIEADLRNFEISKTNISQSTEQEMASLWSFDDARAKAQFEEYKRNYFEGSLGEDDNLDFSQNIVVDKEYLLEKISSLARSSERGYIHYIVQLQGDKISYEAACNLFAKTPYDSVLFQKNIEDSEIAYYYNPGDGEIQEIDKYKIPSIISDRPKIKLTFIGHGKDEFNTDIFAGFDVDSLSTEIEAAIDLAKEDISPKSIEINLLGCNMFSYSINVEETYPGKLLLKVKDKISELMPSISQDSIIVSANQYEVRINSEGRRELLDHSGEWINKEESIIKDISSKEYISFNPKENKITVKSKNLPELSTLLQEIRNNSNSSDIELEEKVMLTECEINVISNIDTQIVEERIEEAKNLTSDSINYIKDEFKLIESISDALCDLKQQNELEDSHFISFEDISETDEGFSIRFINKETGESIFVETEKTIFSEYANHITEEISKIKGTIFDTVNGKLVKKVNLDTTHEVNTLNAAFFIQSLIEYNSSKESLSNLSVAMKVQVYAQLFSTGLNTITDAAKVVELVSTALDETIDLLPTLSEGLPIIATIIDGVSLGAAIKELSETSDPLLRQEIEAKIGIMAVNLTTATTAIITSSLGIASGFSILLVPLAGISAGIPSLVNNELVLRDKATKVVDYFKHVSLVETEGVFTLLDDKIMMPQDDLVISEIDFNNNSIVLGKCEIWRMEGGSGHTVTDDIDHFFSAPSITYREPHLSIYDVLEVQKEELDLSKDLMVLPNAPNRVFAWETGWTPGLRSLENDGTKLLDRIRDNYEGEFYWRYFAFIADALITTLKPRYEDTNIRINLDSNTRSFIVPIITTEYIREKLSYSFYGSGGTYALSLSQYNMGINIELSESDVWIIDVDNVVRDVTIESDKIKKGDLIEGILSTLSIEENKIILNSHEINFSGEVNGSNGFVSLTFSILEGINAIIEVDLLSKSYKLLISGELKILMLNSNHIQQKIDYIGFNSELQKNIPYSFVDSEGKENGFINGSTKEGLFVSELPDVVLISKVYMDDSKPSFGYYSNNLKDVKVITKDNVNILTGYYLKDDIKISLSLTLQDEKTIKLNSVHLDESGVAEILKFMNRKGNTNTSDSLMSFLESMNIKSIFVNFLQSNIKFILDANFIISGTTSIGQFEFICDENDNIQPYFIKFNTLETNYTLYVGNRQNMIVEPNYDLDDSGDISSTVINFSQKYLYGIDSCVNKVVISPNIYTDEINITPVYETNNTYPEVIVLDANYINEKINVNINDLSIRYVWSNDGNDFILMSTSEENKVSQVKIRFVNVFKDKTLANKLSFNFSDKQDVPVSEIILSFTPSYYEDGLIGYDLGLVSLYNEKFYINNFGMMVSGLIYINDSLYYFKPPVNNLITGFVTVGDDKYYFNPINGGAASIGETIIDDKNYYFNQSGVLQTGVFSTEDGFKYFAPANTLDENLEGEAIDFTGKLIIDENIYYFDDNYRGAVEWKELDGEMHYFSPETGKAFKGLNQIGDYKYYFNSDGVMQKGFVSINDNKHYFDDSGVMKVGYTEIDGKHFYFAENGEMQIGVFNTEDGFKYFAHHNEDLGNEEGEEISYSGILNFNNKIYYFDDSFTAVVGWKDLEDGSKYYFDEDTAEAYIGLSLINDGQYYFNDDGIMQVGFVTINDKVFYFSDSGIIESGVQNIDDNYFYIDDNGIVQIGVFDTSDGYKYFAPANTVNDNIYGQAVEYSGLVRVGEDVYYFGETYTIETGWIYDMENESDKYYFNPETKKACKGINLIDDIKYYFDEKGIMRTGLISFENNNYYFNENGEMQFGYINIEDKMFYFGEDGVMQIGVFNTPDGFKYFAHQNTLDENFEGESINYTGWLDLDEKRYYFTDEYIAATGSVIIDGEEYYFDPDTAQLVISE
Numbers without * were called inactive. An excerpt (hit frequency here may not be typical).

canonical_smiles | TcdB GH inh
COc1ccc(NC(=O)N[C@H]2CC[C@H](CCn3cc(-c4ccccc4F)nn3)O[C@H]2CO)cc1 | 0.0
C[C@H]1CN([C@@H](C)CO)C(=O)c2cc(C#Cc3ccccc3F)cnc2O[C@@H]1CN(C)C(=O)Cc1ccccc1 | 2.1
CC(C)NC(=O)N(C)C[C@H]1Oc2c(NC(=O)C3CCCCC3)cccc2C(=O)N([C@H](C)CO)C[C@H]1C | -3.2
C[C@@H]1CN([C@H](C)CO)C(=O)c2cccc(NS(=O)(=O)c3cn(C)cn3)c2O[C@@H]1CN(C)S(=O)(=O)c1cn(C)cn1 | 0.0
C[C@@H](NC(=O)C[C@@H]1CC[C@@H](NC(=O)Cc2ccccn2)[C@H](CO)O1)c1ccccc1 | 1.2
C[C@@H]1CN([C@@H](C)CO)C(=O)c2cc(NC(=O)Nc3ccc4c(c3)OCO4)ccc2O[C@H]1CN(C)C(=O)Nc1ccc2c(c1)OCO2 | -0.3
N#C[C@@H]1[C@H](c2ccc(-c3cccnc3)cc2)[C@H](CO)N1C(=O)C1CC1 | -0.1
CN1C(=O)c2cc(NC(=O)C3CC3)ccc2OC[C@H]2O[C@@H](CC(=O)NCCc3ccncc3)CC[C@@H]21 | 0.7
C[C@@H]1CN([C@H](C)CO)C(=O)c2cc(C3=CCCCC3)cnc2O[C@@H]1CN(C)C(=O)Cc1cccnc1 | 0.0
COc1ccc(NC(=O)N2CC(=O)N3[C@H](C2)[C@H](c2ccc(C4=CCCC4)cc2)[C@@H]3CO)cc1 | -0.3
CCCN(C)C[C@@H]1Oc2cc(C#C[C@@H](C)O)ccc2S(=O)(=O)N([C@H](C)CO)C[C@@H]1C | -0.7
CC(C)N(C[C@@H]1N[C@H](CO)[C@@H]1c1ccc(C2=CCCC2)cc1)C(=O)C1CC1 | -1.7
O=C(c1ccccc1)N1CC[C@@H]2[C@H](CO)Nc3ccc(C#Cc4cccnc4)cc3[C@@H]21 | 0.2
C/C=C/c1ccc([C@H]2[C@@H](CO)N(C(C)=O)[C@H]2CN(CCOC)C(C)=O)cc1 | 0.5
COCC#Cc1ccc2c(c1)O[C@H](CN(C)S(C)(=O)=O)[C@H](C)CN([C@H](C)CO)S2(=O)=O | -0.5
C[C@@H]1CN([C@H](C)CO)C(=O)c2cc(C#CCN(C)C)cnc2O[C@@H]1CN(C)Cc1cccc(F)c1 | 1.4
C[C@H](CO)N1C[C@H](C)[C@@H](CN(C)C(=O)NC2CCCCC2)OCCCC[C@H](C)Oc2ccc(NC(=O)Nc3ccccc3)cc2C1=O | 0.4
C[C@@H]1CN([C@@H](C)CO)C(=O)c2cc(NS(=O)(=O)c3ccccc3)ccc2O[C@@H]1CN(C)C | -0.8
COc1ccc(NC(=O)N(C)C[C@@H]2Oc3c(NC(=O)c4cc(C)nn4C)cccc3C(=O)N([C@H](C)CO)C[C@H]2C)cc1 | 0.8
COc1ccc(NC(=O)Nc2ccc3c(c2)CC(=O)N([C@H](C)CO)C[C@@H](C)[C@H](CN(C)C(=O)Nc2ccc(F)cc2)O3)cc1 | -7.9
CCN(C[C@@H]1[C@H](c2ccccc2)[C@@H](CO)N1CC1CC1)C(=O)c1ccccn1 | 0.1
COc1ccc2c3c([nH]c2c1)[C@H](CO)NCC31CCN(C(=O)Cc2cccnc2)CC1 | 1.3
O=C1O[C@@H](c2ccccc2)[C@@H](c2ccccc2)N2[C@@H](c3ccc(OCCO)cc3)[C@]3(C(=O)Nc4ccc(C#CCCO)cc43)[C@@H](C(=O)N3CCN(c4ncccn4)CC3)[C@H]12 | 0.1
Cc1ccc(S(=O)(=O)Nc2ccc3c(c2)C(=O)N([C@H](C)CO)C[C@@H](C)[C@H](CN(C)S(C)(=O)=O)OCCCC[C@@H](C)O3)cc1 | -4.0
C[C@H](CO)N1C[C@H](C)[C@@H](CN(C)Cc2ccc(Oc3ccccc3)cc2)Oc2c(NS(=O)(=O)c3ccc(F)cc3)cccc2C1=O | 0.2
CCCNC(=O)Nc1ccc2c(c1)C(=O)N(C)C[C@H](OC)[C@H](C)CN(C(=O)C1CCOCC1)[C@H](C)CO2 | -0.3
CC(C)NC(=O)N1[C@H](C#N)[C@@H](c2ccc(C#CC3CC3)cc2)[C@@H]1CO | -0.6
O=C(CN1CCOCC1)NCC[C@H]1CC[C@H](NS(=O)(=O)c2ccc(Cl)cc2)[C@@H](CO)O1 | 0.0
C[C@@H]1CN([C@@H](C)CO)C(=O)c2cc(NC(=O)c3ccncc3)ccc2O[C@@H](C)CCCCO[C@@H]1CN(C)S(=O)(=O)c1ccc(Cl)cc1 | 0.4
CCCN(C)C[C@H]1OCc2cnnn2CCCC(=O)N([C@H](C)CO)C[C@H]1C | -1.4
C/C=C/c1ccc([C@H]2[C@@H](CO)N(CC3CC3)C23CN(C(=O)COC)C3)cc1 | 0.2
Cc1ccc(S(=O)(=O)N(C)C[C@H]2Oc3ccc(NC(=O)C4CCCCC4)cc3C(=O)N([C@@H](C)CO)C[C@@H]2C)cc1 | 0.4
C[C@@H]1CN([C@H](C)CO)S(=O)(=O)c2ccc(/C=C/c3ccccc3)cc2O[C@@H]1CN(C)C(=O)NC1CCCC1 | 0.1
CC(C)NC(=O)N(C)C[C@@H]1OCCCC[C@@H](C)Oc2ccc(NC(=O)Nc3ccc(C(F)(F)F)cc3)cc2C(=O)N([C@@H](C)CO)C[C@@H]1C | -4.8
N#C[C@@H]1[C@@H](c2ccc(/C=C/c3ccccc3)cc2)[C@@H](CO)N1C(=O)C1CCCCC1 | -0.8
COc1ccc(NC(=O)Nc2cccc3c2O[C@H](CN(C)C(=O)Nc2ccc(F)cc2)[C@@H](C)CN([C@@H](C)CO)C3=O)cc1 | 1.7
Cc1cccc(S(=O)(=O)N2C[C@@H]3[C@H](c4ccccc42)[C@H](CO)N3C(=O)c2ccccc2)c1 | 1.4
CN1C(=O)c2cc(NC(=O)C3CCCCC3)ccc2OC[C@H]2O[C@H](CC(=O)NCCc3ccncc3)CC[C@H]21 | 0.2
COCC#Cc1cnc2c(c1)C(=O)N([C@H](C)CO)C[C@H](C)[C@H](CN(C)C(=O)c1ccc(F)cc1)O2 | 0.1
CCCNC(=O)[C@@H]1N[C@@H]2c3ccc(C4=CCCC4)c(=O)n3C[C@@H]2[C@H]1CO | 0.5
COCCNC(=O)C[C@@H]1CC[C@H]2[C@H](COc3ccc(NC(=O)C4CCCC4)cc3C(=O)N2C)O1 | -1.0
CCC(=O)Nc1ccc2c(c1)OC[C@@H](C)N(Cc1ccccc1OC)C[C@@H](C)[C@@H](OC)CN(C)C2=O | 1.9
COc1ccc(NC(=O)N(C)C[C@H]2Oc3ccc(NC(=O)Cn4cnnn4)cc3CC(=O)N([C@H](C)CO)C[C@H]2C)cc1 | -9.6
C[C@@H]1CN([C@@H](C)CO)S(=O)(=O)c2ccc(-c3ccccc3F)cc2O[C@@H]1CN(C)Cc1ccncc1 | 1.2
C[C@H](CO)N1C[C@H](C)[C@H](CN(C)S(=O)(=O)c2cccc(F)c2)Oc2ncc(-c3cccc(C(F)(F)F)c3)cc2C1=O | 1.2
Cc1noc(C)c1S(=O)(=O)N(C)C[C@@H]1Oc2ccc(NS(=O)(=O)c3cn(C)cn3)cc2C(=O)N([C@@H](C)CO)C[C@@H]1C | 0.1
CN1C(=O)c2cc(NC(=O)Cc3ccccc3)ccc2OC[C@@H]2O[C@H](CC(=O)NCC3CC3)CC[C@@H]21 | -1.7
C[C@H](CO)N1C[C@H](C)[C@H](CN(C)S(=O)(=O)c2ccccc2)Oc2ccc(NC(=O)CCCCCC(=O)Nc3ccccc3N)cc2CC1=O | 1.6
CC(C)NC(=O)Nc1cccc2c1O[C@@H](CN(C)Cc1ccc(Oc3ccccc3)cc1)[C@H](C)CN([C@H](C)CO)C2=O | -3.2
COc1ccc2c3c(n(C)c2c1)[C@H](CO)NCC31CCN(C(=O)Nc2ccc3c(c2)OCO3)CC1 | -0.5

17 structures out of the list, ordered by length of the SMILES, smallest number first:
canonical_smiles | TcdB GH inh
CCCN(C)C[C@H]1OCc2cnnn2CCCC(=O)N([C@H](C)CO)C[C@H]1C | -1.4
C/C=C/c1ccc([C@H]2[C@@H](CO)N(CC3CC3)C23CN(C(=O)COC)C3)cc1 | 0.2
CCCNC(=O)[C@@H]1N[C@@H]2c3ccc(C4=CCCC4)c(=O)n3C[C@@H]2[C@H]1CO | 0.5
COc1ccc2c3c(n(C)c2c1)[C@H](CO)NCC31CCN(C(=O)Nc2ccc3c(c2)OCO3)CC1 | -0.5
O=C(CN1CCOCC1)NCC[C@H]1CC[C@H](NS(=O)(=O)c2ccc(Cl)cc2)[C@@H](CO)O1 | 0.0
Cc1cccc(S(=O)(=O)N2C[C@@H]3[C@H](c4ccccc42)[C@H](CO)N3C(=O)c2ccccc2)c1 | 1.4
CN1C(=O)c2cc(NC(=O)Cc3ccccc3)ccc2OC[C@@H]2O[C@H](CC(=O)NCC3CC3)CC[C@@H]21 | -1.7
COCC#Cc1cnc2c(c1)C(=O)N([C@H](C)CO)C[C@H](C)[C@H](CN(C)C(=O)c1ccc(F)cc1)O2 | 0.1
CCCNC(=O)Nc1ccc2c(c1)C(=O)N(C)C[C@H](OC)[C@H](C)CN(C(=O)C1CCOCC1)[C@H](C)CO2 | -0.3
C[C@@H]1CN([C@H](C)CO)S(=O)(=O)c2ccc(/C=C/c3ccccc3)cc2O[C@@H]1CN(C)C(=O)NC1CCCC1 | 0.1
COc1ccc(NC(=O)N(C)C[C@H]2Oc3ccc(NC(=O)Cn4cnnn4)cc3CC(=O)N([C@H](C)CO)C[C@H]2C)cc1 | -9.6
COc1ccc(NC(=O)Nc2cccc3c2O[C@H](CN(C)C(=O)Nc2ccc(F)cc2)[C@@H](C)CN([C@@H](C)CO)C3=O)cc1 | 1.7
C[C@H](CO)N1C[C@H](C)[C@H](CN(C)S(=O)(=O)c2cccc(F)c2)Oc2ncc(-c3cccc(C(F)(F)F)c3)cc2C1=O | 1.2
Cc1noc(C)c1S(=O)(=O)N(C)C[C@@H]1Oc2ccc(NS(=O)(=O)c3cn(C)cn3)cc2C(=O)N([C@@H](C)CO)C[C@@H]1C | 0.1
C[C@H](CO)N1C[C@H](C)[C@H](CN(C)S(=O)(=O)c2ccccc2)Oc2ccc(NC(=O)CCCCCC(=O)Nc3ccccc3N)cc2CC1=O | 1.6
C[C@@H]1CN([C@@H](C)CO)C(=O)c2cc(NC(=O)c3ccncc3)ccc2O[C@@H](C)CCCCO[C@@H]1CN(C)S(=O)(=O)c1ccc(Cl)cc1 | 0.4
CC(C)NC(=O)N(C)C[C@@H]1OCCCC[C@@H](C)Oc2ccc(NC(=O)Nc3ccc(C(F)(F)F)cc3)cc2C(=O)N([C@@H](C)CO)C[C@@H]1C | -4.8

Returning to the listing, repeating the 2 entries before the break.
canonical_smiles | TcdB GH inh
CC(C)NC(=O)Nc1cccc2c1O[C@@H](CN(C)Cc1ccc(Oc3ccccc3)cc1)[C@H](C)CN([C@H](C)CO)C2=O | -3.2
COc1ccc2c3c(n(C)c2c1)[C@H](CO)NCC31CCN(C(=O)Nc2ccc3c(c2)OCO3)CC1 | -0.5
O=C(C[C@H]1C[C@@H]2c3cc(NC(=O)c4cccnc4)ccc3O[C@@H]2[C@H](CO)O1)NC1CCCC1 | 0.9
CNC[C@H]1Oc2cc(C#Cc3cccc(F)c3)ccc2S(=O)(=O)N([C@H](C)CO)C[C@@H]1C | 0.5
COc1ccc(CN(C)C[C@@H]2Oc3ccc(NC(=O)Cc4ccccc4)cc3CC(=O)N([C@H](C)CO)C[C@H]2C)cc1 | 0.5
C[C@@H]1CN([C@@H](C)CO)C(=O)Cc2cc(NC(=O)CCCCCC(=O)Nc3ccccc3N)ccc2O[C@@H]1CN(C)C(=O)Nc1ccc2c(c1)OCO2 | -2.3
COc1ccccc1C(=O)Nc1ccc2c(c1)OC[C@H](C)NC[C@H](C)[C@H](OC)CN(C)C2=O | -0.3
C[C@H](O)C#Cc1ccc([C@H]2[C@@H](CO)N3CCCCN(CC4CCOCC4)C[C@H]23)cc1 | 0.5
COc1ccc(S(=O)(=O)Nc2cccc3c2O[C@@H](CN(C)Cc2ccncc2)[C@@H](C)CN([C@H](C)CO)C3=O)cc1 | -0.8
COc1ccc(NC(=O)Nc2ccc3c(c2)C(=O)N([C@H](C)CO)C[C@H](C)[C@H](CN(C)S(=O)(=O)c2ccc(F)cc2)OCCCC[C@H](C)O3)cc1 | -0.9
C[C@@H]1CN([C@H](C)CO)C(=O)Cc2cc(NC(=O)Nc3ccc(F)cc3)ccc2O[C@H]1CN(C)Cc1ccncc1 | -1.1
C[C@@H]1CCCCO[C@H](CN(C)S(=O)(=O)c2cn(C)cn2)[C@H](C)CN([C@@H](C)CO)C(=O)c2cc(NC(=O)CCC(F)(F)F)ccc2O1 | 0.3
CC(C)CC#Cc1ccc2c(c1)O[C@@H](CN(C)Cc1cncnc1)[C@@H](C)CN([C@@H](C)CO)S2(=O)=O | 2.6
Cc1noc(C)c1NC(=O)Nc1ccc2c(c1)CC(=O)N([C@H](C)CO)C[C@H](C)[C@H](CN(C)Cc1ccc3c(c1)OCO3)O2 | -0.5
C[C@@H]1CN([C@H](C)CO)C(=O)Cc2cc(NC(=O)C3CCCCC3)ccc2O[C@@H]1CN(C)S(=O)(=O)c1ccc(F)cc1 | 0.9
CO[C@H](CN(C)C(=O)C1CCOCC1)[C@@H](C)CN(C(=O)Nc1ccc(C(F)(F)F)cc1)[C@@H](C)CO | 1.4
CCC(=O)N1CCC2(CC1)CN(C(C)=O)[C@H](CO)c1[nH]c3cc(OC)ccc3c12 | -0.1
COc1ccc(NC(=O)N(C)C[C@H]2Oc3c(NC(=O)c4cc(C)nn4C)cccc3C(=O)N([C@@H](C)CO)C[C@@H]2C)cc1 | 1.0
Cc1noc(C)c1S(=O)(=O)Nc1ccc2c(c1)C(=O)N([C@H](C)CO)C[C@H](C)[C@H](CN(C)Cc1ccncc1)O2 | -1.4

Assay outcomes deposited in PubChem BioAssay by Broad Institute.
